Assay outcomes (PubChem BioAssay)
KCNQ2 block = KCNQ2 potassium channel inhibitors, primary screen, cell-based, CHO-K1, FluxOR thallium flux, B-score (AID 2156); 20 min; hits give low values; 310,000 compounds, 1.1% hits; Potassium voltage-gated channel subfamily KQT member 2 (Rattus norvegicus), O88943; B-score at 10 µM;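 active = fluorescence ratio B-score at most minus 3 library SDs, with starting brightness B-score within 2 library SDs, cut at about -5.5 in these data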
Kir21 inh = inhibitors of mouse Kir2.1 inward-rectifier potassium channel; HEK293-Kir2.1, FluxOR thallium flux fluorescence; hits give low values; 310,000 compounds, 0.85% hits; AID 1672, 2009; Inward rectifier potassium channel 2 (Mus musculus), P35561; B-score at 10 µM;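 active = fluorescence ratio B-score at or below minus 3 SD of library scores, with starting-brightness B-score within 2 SD, cut at about -4.2 in these data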;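 also: channel flux triggered by added potassium and thallium sulfate stimulus; B-score of peak minus minimum fluorescence over baseline after thallium stimulus; more negative B-score means stronger Kir2.1 block with less thallium influx; some compounds called inactive have numbers as strong as hits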
Target sequence (P35561 whole entry, looked up): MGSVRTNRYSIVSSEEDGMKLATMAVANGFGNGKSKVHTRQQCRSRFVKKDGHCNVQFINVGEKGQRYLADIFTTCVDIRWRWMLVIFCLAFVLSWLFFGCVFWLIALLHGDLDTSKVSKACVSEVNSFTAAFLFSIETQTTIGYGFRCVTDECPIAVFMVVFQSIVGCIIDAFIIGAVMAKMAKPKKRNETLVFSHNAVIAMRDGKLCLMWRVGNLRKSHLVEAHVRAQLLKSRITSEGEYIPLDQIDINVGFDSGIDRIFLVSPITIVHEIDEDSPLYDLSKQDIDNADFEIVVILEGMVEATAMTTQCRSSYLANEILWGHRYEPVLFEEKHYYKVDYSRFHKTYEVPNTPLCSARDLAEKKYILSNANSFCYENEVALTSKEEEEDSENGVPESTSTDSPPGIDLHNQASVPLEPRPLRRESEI
STK33 inh = inhibitors of purified STK33 kinase, primary screen, biochemical, ADP-Glo luminescence, homogeneous, cell-free. Serine/threonine-protein kinase 33 (Homo sapiens), Q9BYT3. MBP phosphorylation. 320,000 compounds, 0.073% hits. inhibition, % at 10 µM;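 active = inhibition at or above 25%, using the most active replicate where run in duplicate; inactive = inhibition below 25%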
Target sequence (Q9BYT3 whole entry, looked up): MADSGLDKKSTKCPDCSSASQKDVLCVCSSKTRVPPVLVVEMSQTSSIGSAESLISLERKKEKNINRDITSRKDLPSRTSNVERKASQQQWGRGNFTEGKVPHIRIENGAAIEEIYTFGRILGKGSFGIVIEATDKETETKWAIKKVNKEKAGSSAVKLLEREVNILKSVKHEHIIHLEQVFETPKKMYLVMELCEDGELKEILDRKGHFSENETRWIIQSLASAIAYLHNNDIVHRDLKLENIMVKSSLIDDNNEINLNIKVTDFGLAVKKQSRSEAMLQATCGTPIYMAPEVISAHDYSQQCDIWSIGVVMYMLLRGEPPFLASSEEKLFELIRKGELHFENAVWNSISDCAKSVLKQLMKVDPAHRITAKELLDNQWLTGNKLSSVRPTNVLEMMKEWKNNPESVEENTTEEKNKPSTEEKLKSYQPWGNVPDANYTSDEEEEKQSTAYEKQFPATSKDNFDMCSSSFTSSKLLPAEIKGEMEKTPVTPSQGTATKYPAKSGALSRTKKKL
The depositor's hits bear a star; i = inactive; x = no result given.

The opening two records, ahead of the listing:
Value order: STK33 inh | KCNQ2 block | Kir21 inh
CN(Cc1c(F)cccc1Cl)C(=O)CCc1c[nH]c2ccccc12
    -0.5 | i | -3.5
Cc1ccc(C(C)C)c(OCCn2ccnc2C)c1
    -6.7 | i | -0.6

This part in full, from the start:
Value order: STK33 inh | KCNQ2 block | Kir21 inh
CN(Cc1c(F)cccc1Cl)C(=O)CCc1c[nH]c2ccccc12
    -0.5 | i | -3.5
Cc1ccc(C(C)C)c(OCCn2ccnc2C)c1
    -6.7 | i | -0.6
CC1CCN(c2ccccc2NC(=O)c2cc3ccccc3o2)CC1
    -1.5 | i | -1.2
CCCOc1ccc(C2C(=O)N(C3CCCCC3)CC(=O)N2CCCOCC)cc1OC (stereo not given)
    -1.3 | i | 1.3
CC1N=C2c3ccccc3N=C(SCc3cc(=O)n4cc(Cl)ccc4n3)N2C1=O (stereo not given)
    -1.6 | i | 1
CCN(CC)CCN(Cc1cc2cc(C)cc(C)c2[nH]c1=O)C(=S)NCc1ccco1
    -0.4 | i | 0.86
S=C1NCN(Cc2ccco2)CN1c1cccc2ccccc12
    0.0 | i | 2.4
O=C(C1CCCO1)N1CCN(C(=S)Nc2ccc(Br)cc2)CC1 (stereo not given)
    -1.2 | i | -1
CC(=O)NC(Cc1ccc(F)cc1)C(=O)NC1CCN(C(=O)Nc2ccccc2C)CC1 (stereo not given)
    -0.6 | i | 1.8
Cc1ccc(N(CC(=O)NCCSc2ccccn2)S(=O)(=O)c2ccc(F)cc2)cc1
    -1.4 | i | -1
COCCNC(=O)C1CC2Cn3c(nc4cc(C)c(C)cc43)C2N1C (stereo not given)
    0.8 | i | -1.6
Cn1c(=O)cc(SCC(=O)N2CCCC2)c2ccccc21
    -0.1 | i | 1.6
O=C(O)c1ccccc1NS(=O)(=O)c1cccc2nsnc12
    8.8 | i | 0.01
Cc1ccc(S(=O)(=O)N(C(=O)c2ccncc2)c2ccc(OC(=O)c3ccncc3)c3ccccc23)c(C)c1
    -0.3 | i | 1.5
CCCc1cc(=O)[nH]c(SCc2cccnc2)n1
    12 | i | -3.9
CCn1c(SCC(=O)Nc2oc(-c3ccccc3)c(-c3ccccc3)c2C#N)nnc1-c1ccncc1
    -0.5 | i | 0.73
Cc1cc(NCCCCO)n2c(nc3ccccc32)c1C#N
    -0.5 | i | 0.01
CN(C(=O)C1CCC1C(=O)O)c1nc(-c2ccc(Cl)s2)cs1 (stereo not given)
    -1.6 | i | -1.1
COc1cc(/C=N/NC(=O)c2ccc(N3CCCC3=O)cc2)ccc1O
    0.2 | i | 1.2
CCN(Cc1ccccc1)C(c1ccc(C)cc1)c1nnnn1C(C)(C)C (stereo not given)
    -0.8 | -11* | -1.5
CCOCCCNCc1cccc(OCc2ccc(F)cc2)c1
    -2.0 | i | -3.5
O=c1c2ccccc2n2c(=S)[nH]nc2n1-c1ccccc1
    -0.9 | i | 0.73
O=C(Nc1nccs1)c1sc2ccccc2c1Cl
    -3.1 | i | -0.05
Cc1nnc(SCC(=O)N(C)c2ccccc2)n1Cc1ccccc1
    -0.6 | i | 0.19
CC(C)CCNC(=O)C(=O)NC1CCCC1
    8.0 | i | 0.97
Cn1c(Cn2nnc3ccccc32)nnc1SCC(=O)Nc1ccc2c(c1)OCO2
    -1.0 | i | -1.1
N#C/C(=C(/O)CCl)c1nc2c(s1)CCc1ccccc1-2
    2.3 | i | 0
Cc1noc(C)c1CSCC(=O)Nc1cc(C(F)(F)F)ccc1N1CCCCC1
    -1.6 | i | -1.1
O=C(CSc1nc2ccccc2n1Cc1ccc(Cl)cc1)N/N=C/c1ccc(C(=O)O)cc1
    -0.8 | i | 2.3
O=C(O)CCS(=O)(=O)Cc1cccc(Cl)c1
    -0.9 | i | 0.88
Cc1occc1C(=O)NCCCCNC(=O)c1ccoc1C
    -0.3 | i | -0.34
Cc1c(NC(=O)c2cccs2)c(=O)n(-c2ccccc2)n1C
    -1.2 | i | -1.1
Cc1ccc(C)c(NC2CCCCC2NS(=O)(=O)c2ccccc2)c1 (stereo not given)
    0.1 | i | -2
CCO[C@@H]1OC(C(=O)NC2CC2)=C[C@H](c2coc3ccccc3c2=O)[C@H]1CCCO
    0.1 | i | -0.53
CCCC(=O)c1c(NCCO)cc(C)oc1=O
    2.8 | i | 0.04
C/C(=N\N=C1\NC(=O)C(CC(=O)O)S1)c1ccccn1 (stereo not given)
    -0.9 | i | 0.77
CCCN(c1ccc(OCC)cc1)S(=O)(=O)c1ccc2c(c1)NC(=O)CO2
    x | i | -0.1
Cc1ncc([N+](=O)[O-])n1CC(=O)NC1CCCC1
    -0.8 | i | 0.11
CCCCNC(=S)N/N=C/c1ccc(C#N)cc1
    0.2 | i | 2.6
CCn1cc(CN2CCC(n3nccc3NC(=O)CCOc3ccccc3)CC2)cn1
    2.2 | i | -1.7

Full records from above. Order of screens: STK33 inh	KCNQ2 block	Kir21 inh
O=C(CSc1nc2ccccc2n1Cc1ccc(Cl)cc1)N/N=C/c1ccc(C(=O)O)cc1 is listed as -0.8	i	2.3
CCOCCCNCc1cccc(OCc2ccc(F)cc2)c1 is listed as -2.0	i	-3.5
Cn1c(Cn2nnc3ccccc32)nnc1SCC(=O)Nc1ccc2c(c1)OCO2 is listed as -1.0	i	-1.1

Additional structures follow.
Value order: STK33 inh | KCNQ2 block | Kir21 inh
CCOC(=O)C1C(=O)NC(N2CCN(Cc3ccccc3)CC2)=NC1c1ccco1 (stereo not given)
    -2.8 | i | -1.2
O=C(CSc1nnc(C2CC2)n1-c1ccccc1)NCCN1C(=O)CSC1=O
    -1.4 | i | -1.5
O=C(CCC(=O)OCCCC(F)(F)C(F)(F)F)NC1CCCCC1
    -0.3 | i | 1.6
O=C(NCCOc1ccccc1)C1CCC(=O)N(CCCN2CCOCC2)C1 (stereo not given)
    0.1 | i | 1.5
O=C(Nc1nc2ccc(S(=O)(=O)N3CCCC3)cc2s1)c1cccs1
    -0.1 | i | 0.76
Cn1ncc([N+](=O)[O-])c1C(=O)N/N=C/c1c[nH]c2ccccc12
    0.5 | i | 0.26
CCc1ccc(NC(=O)CCc2nc3ccccc3[nH]2)cc1
    -0.9 | i | 0.36
CCOc1ccc(-n2c(=O)c3c4c(sc3n(CC(=O)NCCCOC)c2=O)CCCCC4)cc1
    -0.7 | i | -0.14
C=CCS(=O)(=O)N1CCC(CCOc2ccccc2)(C(=O)OCC)CC1
    0.2 | i | -0.63
Cc1ccc(Cc2cnc(NC(=O)/C(C#N)=C/c3ccc(-c4ccc([N+](=O)[O-])cc4)o3)s2)cc1
    -0.6 | i | 1.4
Cc1cc(C)n2nc(CNS(=O)(=O)c3ccc(C)c(C)c3)nc2n1
    -2.3 | i | -0.68
CN1CCN(CCCNC(=O)c2ccc(/C=C3\Sc4ccccc4N(Cc4ccccc4F)C3=O)cc2)CC1
    x | i | -0.9
O=c1c2c3c(sc2ncn1-n1cccc1)CCCCC3
    0.6 | i | -1.2
CN1CCCC(OC(=O)COc2ccc(Br)cc2)C1 (stereo not given)
    -1.7 | i | 2
O=C(N/N=C/C1CC=CCC1)c1ccccc1O (stereo not given)
    0.5 | i | -0.04
O=[N+]([O-])c1ccccc1CSc1ccccn1
    -1.0 | i | -1.1
Cc1ccc(N2C(=O)CCC2(C#N)c2ccccc2)cc1 (stereo not given)
    -0.1 | i | 0.64
NC(=S)N/N=C/c1cccc(/C=N/NC(N)=S)c1
    0.3 | i | 0.02
O=C(O/N=C/c1ccc2c(c1)OCO2)c1ccccc1Cl
    -0.6 | i | 0.67
O=C(O)c1cccc(N/C(=N\S(=O)(=O)c2ccccc2)c2ccccc2)c1
    -1.8 | i | 0.32
O=C(Cc1n[nH]c(=O)[nH]c1=O)N/N=C/c1ccccc1O
    0.3 | i | 0.51
CC(=O)Nc1ccc(CN2CCN(C3CCCCC3)C(CCO)C2)cc1 (stereo not given)
    -0.1 | i | -1.7
O=C(N/N=C/C(Br)=C/c1ccccc1)c1n[nH]c2c1CCC2
    -1.7 | i | -2.1
COc1cc(OC)nc(Oc2cc(C=O)ccc2OC)n1
    -1.1 | i | 0.04
CC(C)(CO)NC(=O)c1ccc2nc(Cc3cccc(Cl)c3)oc2c1
    0.2 | i | 0.45
O=C(CSc1nncn1-c1ccccc1)Nc1cc(Cl)cc(Cl)c1
    0.3 | i | -2.2
O=C(Nn1cnnc1)c1cc(-c2ccccn2)nc2ccccc12
    -1.3 | i | -0.28
COc1ccccc1COCC(O)CNCCc1ccc(C(F)(F)F)cc1 (stereo not given)
    -0.7 | i | -0.85
O=C(Cc1c(Cl)cccc1Cl)NC1CC1
    1.5 | i | -0.55
CCN(c1ccccc1)S(=O)(=O)c1ccc2[nH]cc(C(=O)N3CCOCC3)c(=O)c2c1
    1.5 | i | 2.6
Cc1cccc(N2CCN(C(=O)c3cccc(N4C(=O)C5C6C=CC(C6)C5C4=O)c3)CC2C)c1 (stereo not given)
    -1.8 | i | -0.1
CSc1ccc(Cl)c(C(=O)OCC(=O)NCC(C)C)c1
    -0.2 | i | 1.5
Cn1c2c(c(=O)n(C)c1=O)C1(C(=O)Nc3ccccc31)C(C#N)=C(N)O2 (stereo not given)
    -1.4 | i | 0.58
CCOC(=O)N/N=C1\CC(C)S(=O)(=O)c2ccc(Cl)cc21 (stereo not given)
    0.0 | i | -0.11
CC(C)(C)c1cc(C(=O)Nc2cccnc2)cc(C(=O)Nc2cccnc2)c1
    2.4 | i | -1.5
O=S(=O)(c1cccs1)N1CCN(c2cccc(Cl)c2)CC1
    -2.2 | i | 0.28
O=C(N/N=C/c1cccs1)c1n[nH]c2c1CCCC2
    2.2 | i | 0.73
Cc1cccc(-n2c(Cc3ccccc3)nnc2SCC(=O)N2CCOCC2)c1
    -1.0 | i | -2.6
COc1cc(/C=N/NC(=O)c2cccc(NC(=O)c3ccccc3)c2)ccc1O
    0.2 | i | -0.64
N#C/C(=C/c1ccc(N2CCCCCC2)o1)c1ccc(F)cc1
    -2.7 | -7* | 0.43
Cc1nn(-c2cccc3cccnc23)c(=O)c2ccccc12
    -0.6 | i | 0.53
O=C(CN1c2ccccc2S(=O)(=O)c2ccccc21)Nc1ccccc1F
    -1.2 | i | 0.78
Cn1c(SCC(=O)NC(=O)Nc2ccccc2)nnc1-c1ccncc1
    1.3 | i | -0.15
O=C(Cc1ccccc1)Nc1ccc(NC(=O)c2ccc(Br)cc2)cc1
    -1.5 | i | 0.17
CCOC(=O)c1[nH]c(C)c(C(=O)N2CCN(C(=O)c3ccco3)CC2)c1C
    -1.0 | i | 0.19
CC(C)CN(C(=O)C1CCCO1)C1CCS(=O)(=O)C1 (stereo not given)
    -1.0 | i | 0.05
Cc1ccc(Nc2nnc(-c3ccncc3)s2)c(Br)c1
    6.4 | i | -0.88
Cc1cc(C(=O)NCc2ccccc2Cl)n(-c2ccccc2)n1
    -1.0 | i | 0.1
COc1cccc(OCCSc2nc(C)c(Cc3ccccc3)c(=O)[nH]2)c1
    1.7 | i | -2
CCOC(=O)c1cc2c(C(F)(F)F)cc(-c3cccnc3)nc2o1
    4.5 | i | -1.2
Cc1cc(O)c(-c2ccno2)cc1Cl
    -1.4 | i | 1
O=C(O)C(c1ccccc1)N1C(=O)/C(=C\c2ccc(-c3ccc(Br)cc3)o2)SC1=S (stereo not given)
    x | i | 1.7
O=C(COC(=O)c1cc([N+](=O)[O-])ccc1N1CCOCC1)c1ccccc1Cl
    0.4 | i | 0.68
O=C(Nc1ccc(S(=O)(=O)Nc2nccs2)cc1)C1CC(=O)N(c2ccc(Cl)cc2)C1 (stereo not given)
    1.0 | i | 0.01
COc1ccc2o/c(=N\O)c(C(=O)Nc3ccccc3OC)cc2c1
    -0.2 | i | -0.36
COc1ccccc1C(=O)Nc1ccnn1C1CCN(Cc2ccccc2OCCO)CC1
    -0.5 | i | 1
Cn1c(SCC(=O)C(C)(C)C)nnc1-c1ccccn1
    -0.9 | i | -1
CCC[C@H](CN[C@@H](CNC)[C@H](C)CC)NCCc1cc(C(F)(F)F)cc(C(F)(F)F)c1
    1.1 | i | -4.2*
COc1ccc(C2=CC(c3cccc(OC)c3)n3nnnc3N2)cc1 (stereo not given)
    -1.5 | i | -1.1
COc1ccc(NC(=O)CCCNC(=O)Cn2cnc3sc(C)c(C)c3c2=O)cc1Cl
    -1.2 | i | 0.11

Additional entries follow.
Value order: STK33 inh | KCNQ2 block | Kir21 inh
O=C1CS(=O)(=O)c2ccccc2N1
    0.8 | i | -0.33
O=C(/C=C/c1cn(-c2ccccc2)nc1-c1cccc(Cl)c1)N1CCN(c2ccccn2)CC1
    0.4 | -5.7* | 0.44
O=C(NCc1cccc(Cl)c1)C1CCC(=O)N(CCCN2CCCC2=O)C1 (stereo not given)
    -0.7 | i | -1
CC(C)CN(CC(C)C)c1nnc(NC(=O)Cn2c(=O)oc3ccccc32)s1
    0.3 | i | -1.1
Cc1cc(C)c2ccc(=O)n(CC(=O)N/N=C/c3ccccc3Cl)c2n1
    -0.9 | i | 0.88
CCOC(=O)n1c(=O)n(Cc2ccc(Cl)cc2Cl)c2ccccc21
    0.6 | i | 0.52
O=C(COc1ccccc1)Nc1ccc(Cl)cn1
    -1.1 | i | 1.7
CN(C)CCCNC(=O)c1cc(C(=O)c2ccccc2F)c[nH]1
    -0.6 | i | -0.01
CN(C)C(=O)C1Cc2ccccc2CN1S(=O)(=O)c1cccs1 (stereo not given)
    1.1 | i | -0.49
